NadD inh – inhibitors of S. aureus NadD, primary screen, biochemical, colorimetric, uHTS. inhibition, % at 20 µM. 360,000 tested, 0.78% active. AID 602399, 2012. Nicotinate-nucleotide adenylyltransferase NadD (Staphylococcus aureus N315). purified NadD enzyme, colorimetric absorbance read-out; in the data active means inhibition above about 26%; further: some compounds past the cut are filed as inactive
TbMetRS inhib – T. brucei MetRS inhibitors, primary screen, biochemical, luminescence; methionyl-tRNA synthetase (Trypanosoma brucei brucei); purified T. brucei MetRS, ATP depletion, Kinase-Glo luminescence; inhibition, % at 11.9 µM; 360,000 tested, 0.4% active;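 active means inhibition above a per-plate cutoff of the control wells' mean inhibition plus 3 SD, cut at about 5.5% in these data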;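 further: 0% = DMSO wells median and 100% = median of wells with control inhibitor compound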
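Material – parasite MetRS enzyme · Medium – HEPES-MgCl2-KCl buffer plus DTT, spermine, BSA, pyrophosphatase · Reagent – ATP, methionine and E. coli bulk tRNA substrates · Times – 15 min enzyme-compound preincubation, 2 h reaction, 10 min detection, 25 °C · Measured by – luminescence of leftover ATP · Evaluation – percent inhibition relative to median high and low control wells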
STEP block – STEP phosphatase inhibitors, primary screen, biochemical, fluorescence intensity, uHTS. recombinant STEP, OMFP fluorogenic substrate. inhibition, % at 20 µM. 360,000 tested, 0.25% active. AID 588621, 2011;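 active means inhibition at 20 µM, scaled per plate between control wells, above about 37%, limit read from the data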;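 further: 0% = DMSO with enzyme and substrate and 100% = substrate only without enzyme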
Target sequence (P54829 whole entry, looked up): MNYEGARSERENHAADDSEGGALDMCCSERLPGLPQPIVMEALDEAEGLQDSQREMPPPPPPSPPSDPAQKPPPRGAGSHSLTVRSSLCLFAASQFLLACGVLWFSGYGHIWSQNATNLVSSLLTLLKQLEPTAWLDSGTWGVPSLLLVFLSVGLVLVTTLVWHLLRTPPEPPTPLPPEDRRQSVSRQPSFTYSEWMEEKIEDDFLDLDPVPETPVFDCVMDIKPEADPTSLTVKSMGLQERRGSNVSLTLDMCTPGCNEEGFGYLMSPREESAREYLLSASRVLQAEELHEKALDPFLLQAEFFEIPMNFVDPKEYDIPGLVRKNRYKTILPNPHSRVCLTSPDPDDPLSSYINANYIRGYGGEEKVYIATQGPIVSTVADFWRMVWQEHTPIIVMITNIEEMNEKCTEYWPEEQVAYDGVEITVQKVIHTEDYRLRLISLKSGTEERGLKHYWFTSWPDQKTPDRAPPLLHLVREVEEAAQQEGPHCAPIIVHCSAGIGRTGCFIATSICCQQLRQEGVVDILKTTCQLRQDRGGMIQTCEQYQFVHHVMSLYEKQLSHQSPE
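Material: STEP (striatal-enriched tyrosine phosphatase) enzyme, cell-free | Medium: 50 mM Bis-Tris pH 6.0 with 2.5 mM DTT and 0.005% Tween 20 | Read-out: Percent inhibition scaled to no-enzyme and uninhibited-enzyme controls, plate-pattern corrected | Signal: Fluorescence read at 480 nm ex / 540 nm em | Times: 20 min reaction, room temperature, in the dark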
CendR NRP1 mod – modulators of CendR peptide binding to NRP-1, primary screen, biochemical, fluorescence polarization, uHTS. inhibition, % at 25 µM. 360,000 tested, 0.85% active. FAM-RPARPAR peptide binding to NRP-1;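 active means inhibition or corrected inhibition above about 18%, plus a signal ratio from 0.5 to 1.5, limit read from the data, passing the limit was not always enough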; further: strong numbers were not always called active
SKN-1 block – suppressors of acrylamide-induced Pgst-4::GFP reporter in worms, primary screen, SKN-1 inhibitor project, whole organism, uHTS, GFP/RFP fluorescence ratio, strain VP596; C. elegans VP596 Pgst-4::GFP/RFP ratio, 24 h; inhibition, % at 21.8 µM; 360,000 tested, 0.49% active; AID 624304, 2012;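 active means interference check ratio from 0.5 to 1.5 plus GFP to RFP signal ratio inhibition reaching or exceeding a fixed threshold, cut at about 30% in these data, passing the limit was not always enough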; further: some compounds called inactive have numbers as strong as hits
SUMO1 PPI mod – modulators of SUMO1 protein-protein interactions, primary screen, biochemical, uHTS | SUMO1 binding to a labelled peptide, TR-FRET, 1 h | inhibition, % at 20 µM | 360,000 tested, 0.33% active | AID 602429, 2012; in the data active means inhibition above about 37%
Target sequence (P63165 whole entry, looked up): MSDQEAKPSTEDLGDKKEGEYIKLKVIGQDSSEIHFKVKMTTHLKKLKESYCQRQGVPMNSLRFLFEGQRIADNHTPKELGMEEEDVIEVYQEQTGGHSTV
LMPTP block – LMPTP phosphatase inhibitors, primary screen, biochemical, fluorescence intensity, uHTS; recombinant LMPTP-A, OMFP fluorogenic substrate; 360,000 tested, 0.22% active; inhibition, % at 20 µM; Low molecular weight phosphotyrosine protein phosphatase (Homo sapiens), P24666;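 active means compounds that cut the enzyme signal by at least half of the control window in the single-dose screen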;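 further: plate controls were DMSO wells with enzyme plus substrate for no effect and substrate without enzyme for full effect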
Target sequence (P24666 whole entry, looked up): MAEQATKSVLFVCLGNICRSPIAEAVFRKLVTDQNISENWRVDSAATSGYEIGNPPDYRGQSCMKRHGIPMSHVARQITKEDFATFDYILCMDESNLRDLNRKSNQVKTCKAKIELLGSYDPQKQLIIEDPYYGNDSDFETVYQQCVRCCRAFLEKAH
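Assay system: LMPTP-A enzyme. Input: 0.625 nM LMPTP-A final. Probe or stimulus: 400 µM OMFP. Compound dosing: single 20 µM dose. Schedule: 50 min dark incubation at room temperature. Detection: fluorescence intensity of OMFP turnover product. Read-out: percent inhibition versus substrate-only and uninhibited controls. Benchmarks: no-enzyme low control, uninhibited high control.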
Scp1 inh – Scp-1 phosphatase inhibitors, primary screen, biochemical, colorimetric, uHTS; Carboxy-terminal domain RNA polymerase II polypeptide A small phosphatase 1 (Homo …; Recombinant Scp1, phosphopeptide, malachite green phosphate absorbance; inhibition, % at 20 µM; 340,000 tested, 0.88% active;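 active means inhibition above about 50% at 20 µM, limit read from the data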;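 further: plate controls were DMSO wells with enzyme for no effect and wells lacking enzyme for full effect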
Target sequence (Q9GZU7 76-261 limits assumed): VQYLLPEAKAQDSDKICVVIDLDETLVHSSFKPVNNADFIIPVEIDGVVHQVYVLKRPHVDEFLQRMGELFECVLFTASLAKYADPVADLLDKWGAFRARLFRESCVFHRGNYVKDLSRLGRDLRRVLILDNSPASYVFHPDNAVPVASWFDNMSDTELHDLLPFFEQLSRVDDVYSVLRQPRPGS
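Test system – truncated SCP-1 phosphatase (76-261aa) · Reagent – Phosphorylated 17-residue peptide substrate · Incubation – 45 min room-temperature reaction, 5 min colour, 30 min stabiliser · Detection – colorimetric phosphate reagent with accelerator and stabiliser, absorbance at 630 nm · Measure – % inhibition at 20 µM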
Neddylation inh – inhibitors of cullin neddylation, primary screen, biochemical, TR-FRET, uHTS, NAE and Ubc12 | calls only at 25 µM | 360,000 tested, 0.58% active | AID 651699, 2012 | NEDD8-conjugating enzyme Ubc12 (Homo sapiens) + NEDD8-activating enzyme E1 regulatory …; in the data active means inhibition above about 36%
DNMT1 block – human DNMT1 methyltransferase inhibitors, primary screen, biochemical, molecular beacon, fluorescence, HinP1I cleavage, uHTS; DNA (cytosine-5)-methyltransferase 1 (Homo sapiens), P26358; 360,000 tested, 0.83% active; AID 588458, 2011; inhibition (reported as % activation of signal), % at 10 µM; in the data active means inhibition above about 50%
Numbers without * were called inactive; i = inactive; . = not tested or not shown.

entry | NadD inh | TbMetRS inhib | STEP block | CendR NRP1 mod | SKN-1 block | Structure | SUMO1 PPI mod | LMPTP block | Scp1 inh | Neddylation inh | DNMT1 block
1 | 3 | -0.1 | -1 | 7 | 18 | Cc1cc(=O)n2nc(N3CCC(C(=O)NCc4ccc(Cl)cc4)CC3)sc2n1 | -2 | 0.6 | -5 | i | -5
2 | -5 | -0.4 | -4 | 1 | 9 | Cc1cc(OCCCCCNCCO)ccc1Cl | -3 | 0.5 | -10 | i | 3
3 | -3 | -1.1 | 1 | 10 | 4 | COC(=O)[C@@H](Cc1ccccc1)NC(=O)NCCc1ccccc1 | 2 | 0.4 | -6 | i | 1
4 | -4 | -1.1 | -1 | 4 | 12 | CCOC(=O)N1CCN(C(=O)CSCc2ccccc2C)CC1 | 3 | -4.1 | -10 | i | -3
5 | 0 | -0.1 | 7 | 4 | 16 | Cc1ccccc1NC1=C/C(=N\S(=O)(=O)c2cccs2)c2ccccc2C1=O | 29 | 8.8 | -14 | i | 69*
6 | 0 | -0.8 | 3 | -8 | 5 | O=C(CCC1CCCC1)N1CCC(N2CCCCCC2)CC1 | 1 | -3.5 | -9 | i | 1
7 | -7 | -1.4 | . | 20 | -7 | CCCNC(=O)c1cc2c(c(-c3cccc(-c4ccccc4F)c3)n1)[C@H](CCO)N(C(=O)CC1CC1)C2 | 0 | 0.5 | . | i | .
8 | -3 | -0.2 | 0 | 9 | -7 | COc1cc2c(cc1OC)C(C)N(C(=O)c1cc3ccccc3o1)CC2 (stereo not drawn) | -4 | 2.9 | -9 | i | -1
9 | -2 | -0.5 | 1 | 3 | 7 | CC(=O)N/C(N)=N/c1nc2cc([N+](=O)[O-])ccc2o1 | -15 | -0.8 | 4 | i | 0
10 | 0 | 0.1 | -2 | -4 | -2 | CC1(C)CC(=O)C2=C(C1)N(c1ccc(F)cc1)C(=O)CC2c1cccnc1 (stereo not drawn) | -3 | -1.3 | -3 | i | -2
11 | 1 | -0.7 | -2 | -14 | 6 | Cc1ccc2nc(NC(=O)CCn3c(=O)sc4ccccc43)sc2c1 | 0 | 1.8 | -8 | i | 0
12 | 0 | 0.7 | 1 | 6 | 2 | O=C(Nc1ccc2c(c1)OCO2)c1ccc([N+](=O)[O-])cc1[N+](=O)[O-] | -39 | 1.4 | -6 | i | -2
13 | 4 | -0.6 | 0 | 4 | 9 | Cc1[nH]c2ccccc2c1SCc1nnc(SCc2ccc(Cl)cc2)n1C | 7 | 2.3 | 12 | i | -6
14 | -1 | -0.6 | 1 | -4 | -3 | CCOC(=O)NS(=O)(=O)c1ccc(CCNC(=O)c2cc(C)on2)cc1 | -1 | -0.3 | -2 | i | 2
15 | 1 | 0.1 | -1 | 13 | 3 | O=C(NCC1CCCO1)c1ccc(Br)s1 (stereo not drawn) | 0 | -0.2 | 1 | i | 1

Part of the list above, screen by screen.
#4 CCOC(=O)N1CCN(C(=O)CSCc2ccccc2C)CC1
#12 O=C(Nc1ccc2c(c1)OCO2)c1ccc([N+](=O)[O-])cc1[N+](=O)[O-]
#1 Cc1cc(=O)n2nc(N3CCC(C(=O)NCc4ccc(Cl)cc4)CC3)sc2n1

entry no. | 4 | 12 | 1
NadD inh | -4 | 0 | 3
TbMetRS inhib | -1.1 | 0.7 | -0.1
STEP block | -1 | 1 | -1
CendR NRP1 mod | 4 | 6 | 7
SKN-1 block | 12 | 2 | 18
SUMO1 PPI mod | 3 | -39 | -2
LMPTP block | -4.1 | 1.4 | 0.6
Scp1 inh | -10 | -6 | -5
Neddylation inh | i | i | i
DNMT1 block | -3 | -2 | -5

Next part
entry | NadD inh | TbMetRS inhib | STEP block | CendR NRP1 mod | SKN-1 block | Structure | SUMO1 PPI mod | LMPTP block | Scp1 inh | Neddylation inh | DNMT1 block
16 | 0 | -0.3 | -4 | -1 | 1 | COc1ccc(NC(=O)N(C)C[C@@H]2Oc3c(NC(=O)Nc4c(C)noc4C)cccc3C(=O)N([C@@H](C)CO)C[C@@H]2C)cc1 | 3 | -1.1 | -3 | i | 6
17 | 1 | -0.4 | 0 | 4 | -6 | CCOC(=O)N1CCC(NC(=O)c2cc(S(=O)(=O)N3CCCCC3)ccc2F)CC1 | -1 | -0.2 | -2 | i | 2
18 | -6 | 0.2 | -4 | 5 | -1 | COc1ccc(/C=C/C(=O)NCC(=O)N2CCC(N(C)CCN3CCOCC3)CC2)cc1OC | -6 | -7.2 | -7 | i | -1
19 | 1 | -0.3 | -1 | -4 | -4 | Cn1cc(C(=O)C(=O)N2CCCC2)c2ccccc21 | 3 | -1.5 | -5 | i | -1
20 | -1 | 0.5 | 7 | -1 | 7 | CCc1ccc(NC(=O)CCNC(=O)Cn2cnc3ccccc3c2=O)cc1 | -25 | -0.2 | -10 | i | 5
21 | 0 | -0.5 | -2 | -1 | 25 | CN(C)/C=N/c1ncc(C(=O)c2ccccc2)s1 | -24 | 0.0 | -6 | i | 0
22 | -1 | -0.1 | 0 | 2 | 19 | Cc1sc2nc(CN(C(=O)c3cccs3)C3CCCC3)[nH]c(=O)c2c1C | -2 | 2.0 | 0 | i | -3
23 | -5 | -0.3 | 4 | 17 | 24 | Cc1nnc(SCC(=O)NCC(=O)Nc2ccc(F)c(F)c2F)n1N | 1 | 1.2 | -10 | i | -3
24 | 2 | -0.6 | -2 | -11 | 10 | Cc1ccccc1C(=O)NNC(=S)Nc1cccc(C(F)(F)F)c1 | 4 | 0.2 | -10 | i | 0
25 | -19 | -0.2 | 2 | 1 | 18 | O=C1C=C(c2cccc3c2oc2ccccc23)CCC1 | -18 | 1.1 | -9 | i | 1
26 | 4 | 0.1 | 2 | -3 | -2 | NC(=S)NN=C1CCSCC1 | 2 | 0.3 | 6 | i | 3
27 | 0 | -0.4 | -1 | 5 | -4 | Cc1ccc(S(=O)(=O)NN=C2CC3CCC2(C)C3(C)C)cc1 (stereo not drawn) | 27 | -0.2 | -8 | i | 5
28 | -4 | -0.3 | 1 | 15 | 19 | COc1ccc(NC(c2ccccc2)c2ccncc2)cc1 (stereo not drawn) | -8 | -1.6 | -4 | i | -6
29 | -5 | -0.7 | -1 | 7 | -12 | CN(C)c1cccc(C(=O)OCC(=O)Nc2ccccc2Cl)c1 | 1 | 1.4 | 1 | . | 0
30 | -1 | -0.5 | -3 | -19 | -7 | O=C(CN1C(=O)c2cccnc2Oc2ccc(Cl)cc21)NC1CCCCC1 | -3 | 0.0 | 3 | i | 0

One compound at a time, as listed above. Order of screens: NadD inh | TbMetRS inhib | STEP block | CendR NRP1 mod | SKN-1 block | SUMO1 PPI mod | LMPTP block | Scp1 inh | Neddylation inh | DNMT1 block
CN(C)/C=N/c1ncc(C(=O)c2ccccc2)s1 as listed: 0 | -0.5 | -2 | -1 | 25 | -24 | 0.0 | -6 | i | 0
Cc1ccc(S(=O)(=O)NN=C2CC3CCC2(C)C3(C)C)cc1 (stereo not drawn) as listed: 0 | -0.4 | -1 | 5 | -4 | 27 | -0.2 | -8 | i | 5
Cc1nnc(SCC(=O)NCC(=O)Nc2ccc(F)c(F)c2F)n1N as listed: -5 | -0.3 | 4 | 17 | 24 | 1 | 1.2 | -10 | i | -3
COc1ccc(NC(=O)N(C)C[C@@H]2Oc3c(NC(=O)Nc4c(C)noc4C)cccc3C(=O)N([C@@H](C)CO)C[C@@H]2C)cc1 as listed: 0 | -0.3 | -4 | -1 | 1 | 3 | -1.1 | -3 | i | 6

Other compounds
entry | NadD inh | TbMetRS inhib | STEP block | CendR NRP1 mod | SKN-1 block | Structure | SUMO1 PPI mod | LMPTP block | Scp1 inh | Neddylation inh | DNMT1 block
31 | -5 | -1.5 | -1 | 14 | -5 | O=C(Nc1ccccc1C(F)(F)F)c1cc2ccccc2o1 | -2 | 0.3 | -4 | i | 1
32 | 2 | -1.5 | -1 | 20 | 1 | CCc1ccc(NCCC(=O)c2ccc(Br)cc2)cc1 | -2 | -0.6 | 0 | i | 2
33 | 3 | 0.1 | 1 | 6 | -4 | CSc1nc2cc(C)nn2c(-c2ccccc2Cl)c1C#N | -30 | -1.4 | -9 | i | -1
34 | -3 | 0.6 | 2 | 9 | -14 | Cc1ccc2c(C(=O)CN3CCCC(C)C3)c(C)[nH]c2c1 (stereo not drawn) | -3 | -0.2 | -9 | i | -2
35 | -5 | -0.8 | -1 | -9 | -11 | c1ccc(CNCC2COc3ccccc3O2)cc1 (stereo not drawn) | 1 | 1.0 | 3 | i | -1
36 | -5 | -0.5 | 0 | -4 | -6 | CCCCn1c(N)c(N(CC)C(=O)c2cnc(C)cn2)c(=O)[nH]c1=O | 1 | -0.8 | 10 | i | 1
37 | 0 | -2.4 | 0 | -9 | -13 | CCC(C)NC(=S)NNC(=O)c1ccncc1 (stereo not drawn) | 2 | 1.7 | 3 | i | 7
38 | -12 | 0.2 | -1 | 0 | -2 | O=C(NCCN1CCc2ccccc2C1)Nc1ccc([N+](=O)[O-])cc1 | -27 | -1.6 | 9 | i | -5
39 | 3 | -0.3 | -2 | 16 | 12 | Cc1cccc(NC(=O)CNC(=O)CSc2nnc(C(F)(F)F)n2C)c1C | 2 | -0.8 | -3 | i | 4
40 | 2 | -0.2 | 0 | -3 | 17 | COC(=O)N1C/C=C\C(c2ccc(OC)cc2)N(Cc2ccc(F)cc2)C(=O)C1 (stereo not drawn) | 2 | 1.9 | 8 | i | -3
41 | -7 | -0.6 | -1 | -7 | -4 | c1ccc2c(CN3CCSCC3)cccc2c1 | -8 | -0.6 | 1 | i | 4
42 | 4 | 0.0 | -2 | -19 | 5 | COC(=O)c1ccc[n+](CCc2c[nH]c3ccccc23)c1 | 5 | -0.2 | 4 | i | -1
43 | 4 | -0.6 | -4 | -6 | -8 | Cc1cc(NC(=O)c2ccc3c(c2)OCCO3)no1 | 0 | 0.0 | 0 | i | -4
44 | -4 | -0.5 | 2 | 8 | -14 | CCn1c(N2CCN(C(=O)NC3CCCCC3)CC2)nc2ccccc21 | 1 | -0.3 | 0 | i | -6
45 | 5 | -0.2 | 13 | -19 | 9 | Cc1sc2c(c1C)C(=O)NC(c1ccccc1F)N2 (stereo not drawn) | 7 | 2.1 | -10 | i | -4
